Compound activity deposited in PubChem by several laboratories.
FBA Mtb inh = inhibitors of M. tuberculosis fructose-bisphosphate aldolase; purified M. tuberculosis FBA, fluorescence read-out; inhibition, % at 1 µM; 2.3% of 360,000 active; in the data active = inhibition above about 27%;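 also: 0% = vehicle and 100% = reference inhibitor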
GDH-TPI counter = counter-screen for M. tuberculosis FBA inhibitors: GDH-TPI coupled enzymes; GDH-TPI coupled enzyme counterscreen, NADH absorbance; inhibition, % at 4.8 µM; 1.2% of 360,000 active; AID 588335; in the data active = inhibition above about 30%;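 also: 0% = DMSO wells and 100% = wells lacking the enzyme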
Anthrax LF prot = blocks Bacillus anthracis lethal factor protease. P15917. multiplex microsphere protease cleavage assay, LF. inhibition, % at 10 µM. 0.12% of 360,000 active. AID 588501; also: plate controls were buffer without enzyme for full effect and enzyme alone for no effect
Target sequence (P15917 whole entry, looked up): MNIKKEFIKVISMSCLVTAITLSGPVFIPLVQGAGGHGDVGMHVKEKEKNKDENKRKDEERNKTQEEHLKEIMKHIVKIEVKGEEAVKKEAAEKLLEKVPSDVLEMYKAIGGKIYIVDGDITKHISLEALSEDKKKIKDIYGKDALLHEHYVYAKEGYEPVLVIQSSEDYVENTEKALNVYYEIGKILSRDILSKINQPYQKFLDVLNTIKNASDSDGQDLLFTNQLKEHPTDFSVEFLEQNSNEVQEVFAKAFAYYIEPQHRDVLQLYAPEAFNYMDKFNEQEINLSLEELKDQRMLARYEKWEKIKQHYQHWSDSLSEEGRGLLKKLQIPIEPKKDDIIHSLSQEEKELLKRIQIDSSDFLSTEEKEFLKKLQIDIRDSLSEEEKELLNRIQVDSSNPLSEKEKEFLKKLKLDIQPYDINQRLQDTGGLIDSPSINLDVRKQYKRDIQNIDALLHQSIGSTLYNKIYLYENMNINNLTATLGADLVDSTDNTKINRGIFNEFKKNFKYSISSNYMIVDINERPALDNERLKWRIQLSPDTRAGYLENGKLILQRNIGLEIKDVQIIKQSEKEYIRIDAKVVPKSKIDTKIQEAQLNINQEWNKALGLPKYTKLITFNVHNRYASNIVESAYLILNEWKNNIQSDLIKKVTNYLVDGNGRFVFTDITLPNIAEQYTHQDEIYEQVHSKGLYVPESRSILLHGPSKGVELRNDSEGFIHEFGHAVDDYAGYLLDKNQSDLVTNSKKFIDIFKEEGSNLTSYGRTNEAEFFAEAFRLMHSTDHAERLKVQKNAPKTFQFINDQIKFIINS
UGM FP inh = Mtb UDP-galactopyranose mutase inhibition | inhibition, % at 10 µM | 0.06% of 320,000 active | P9WIQ1 | purified UGM, fluorescence polarization probe displacement; in the data active = inhibition above about 10%, passing the limit was not always enough; inconclusive = no clear call, values can overlap the other calls
PfHsp40 rescue = restores yeast growth despite PfHsp40 toxicity. S. cerevisiae expressing PfHsp40, growth rescue, ATP luminescence. growth rescue, % at 12.5 µM. 0.68% of 340,000 active. AID 504582; in the data active = growth rescue above about 28%, passing the limit was not always enough; inconclusive = no clear call, values can overlap the other calls;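 also: yeast W303a lacking pdr1 and pdr3 grown in galactose medium; growth measured after three days at 30 °C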
FadD28 binding = inhibitors of Mycobacterium tuberculosis FadD28 bisubstrate binding; FadD28 bisubstrate probe binding, fluorescence polarization; 0.22% of 360,000 active; inhibition, % at 12.5 µM; in the data active = inhibition above about 8.5%, passing the limit was not always enough; inconclusive = no clear call, values can overlap the other calls
Mtb BioA inh = blocks M. tuberculosis BioA enzyme activity; purified M. tuberculosis BioA enzyme, plate reader; inhibition, % at 9.99 µM; 0.096% of 360,000 active; in the data active = inhibition above about 40%; inconclusive = no clear call, values can overlap the other calls
BoNT-F LC inh = inhibitors of Botulinum neurotoxin F light chain protease. Multiplex microsphere protease cleavage assay, flow cytometry. AID 588497. 0.22% of 360,000 active. inhibition, % at 10 µM; in the data active = inhibition above about 35%, passing the limit was not always enough; inconclusive = no clear call, values can overlap the other calls; also: plate controls were buffer without enzyme for full effect and enzyme alone for no effect
BoNT A protease = inhibitors of Botulinum neurotoxin A light chain protease. multiplex microsphere protease substrate cleavage, flow cytometry. inhibition, % at 10 µM. 0.17% of 360,000 active; also: plate controls were buffer without enzyme for full effect and enzyme alone for no effect
* marks the source's active call; other numbers are inactive results; ? = inconclusive; nt = no result given; & = joins results of further samples. Rule as the data show it, unless noted: active = inhibition above about 30%; inconclusive = no clear call, values can overlap the other calls; inactive = below that.

No.	smiles	FBA Mtb inh	GDH-TPI counter	Anthrax LF prot	UGM FP inh	PfHsp40 rescue	FadD28 binding	Mtb BioA inh	BoNT-F LC inh	BoNT A protease
1	CCOc1cc(S(=O)(=O)NCc2ccco2)c(OCC)cc1-n1cnnn1	30*	8	-1	-0.7	-1.4	0.9	nt	-4	-0.1
2	CCCc1nc2c(C)cc(Br)cn2c1Cc1ccccc1C(F)(F)F	-1	nt	1	nt	nt	-3.4	0.8	1	1.6
3	Cc1cc(C)cc(OCC(=O)OCC(=O)Nc2ccc(Cl)cn2)c1	2	4	-2	-0.9	0.1	-2.3	-1.4	-13	-0.1
4	Cc1c(C(=O)NCc2ccccn2)sc(=O)n1Cc1ccc(-c2ccccc2)cc1	1	4	-6	nt	nt	-2.4	0.5	3	-0.3
5	CCN1CCN(c2nc(Nc3cccc(F)c3)nc(N)c2[N+](=O)[O-])CC1	-3	28	-12	2.3	0.5	-1.1	0.4	?	-3.0
6	Cc1cc(NC(=O)CSc2c(C)[nH]c3ccccc23)no1	0	7	-2	0.5	1.2	-2.8	0.1	3	0.0
7	COC(=O)c1ccccc1OC(=O)c1ccc(Br)o1	-1	3	0	-0.8	1.0	-2.1	-2.6	-2	0.0
8	Cc1c(C(=O)NCCc2ccc(Cl)cc2)sc2nc3n(c(=O)c12)CCC3	0	6	-3	3.0	3.7	-1.4	6.3	-6	-1.2
9	CC(=O)Nc1ccc(C2(c3ccc(NC(C)=O)cc3)C(=O)Nc3ccccc32)cc1	-1	-10	0	0.0	0.3	-2.0	5.7	-3	0.3
10	COc1ccc(C(C)(NC(C)=O)c2nc(-c3cccc(F)c3)cs2)cc1 (configuration not stated)	1	11	-11	nt	nt	-2.2	2.0	-7	-0.5
11	COc1ccc(NC(=O)CO/N=C2\CCCc3nonc32)cc1	-2	0	3	-1.2	-0.3	-0.2	nt	-3	1.8
12	CCOC(=O)c1ccc(NC(=O)CN(C)S(=O)(=O)c2ccc(Br)s2)cc1	-1	-8	0	1.4	3.9	-4.2	nt	-2	0.4
13	CCN1C(=O)/C(=C\N(C)C)S/C1=N\S(=O)(=O)c1ccccc1	2	11	0	-0.1	-2.5	0.5	nt	-1	-0.9
14	O=C(c1cc2cc(Br)ccc2o1)N1CCN(c2ccccc2)CC1	-2	-3	-3	-4.0	-2.1	-3.5	0.2	-2	1.0
15	CCOc1ccc(S(=O)(=O)N2CCCCC2)cc1NC(=O)C1CCC1	2	1	11	-0.7	-0.2	-0.6	-2.2	-3	-1.5
16	O=C(Cn1nc(Cc2cccnc2)c2ccccc2c1=O)Nc1cccnc1Cl	0	-4	-1	1.0	-0.2	-0.7	32	1	0.0
17	COc1cc(/C=C2\C(=N)N3N=C(C)SC3=NC2=O)cc(Cl)c1OCCOc1ccc(NC(C)=O)cc1	2	2	5	1.5	-0.1	-1.2	0.1	-6	-1.7
18	O=C(c1cc(-c2ccccc2Cl)nc2ccccc12)N1CCN(c2ccccn2)CC1	-1	0	-14	0.4	-0.7	-0.1	-0.1	-6	-0.8
19	CCOC(=O)CSc1nc2c(c(=O)n1-c1ccc(OCC)cc1)SCC2	1	2	-2	0.4	40*	-3.5	1.4	-2	-0.7
20	CC(C)(C)CN1CCNC(=O)C1CC(=O)NCCc1cnn(-c2ccccc2)c1 (configuration not stated)	2	0	-3	-0.4	-1.8	-3.8	-1.1	-9	-0.8
21	CC(=O)Nc1ccc(C(=O)NNS(=O)(=O)c2ccc(C)cc2)cc1	3	7	-7	0.7	-0.2	-1.5	-0.8	-6	-0.5
22	CC(OC(=O)c1cccs1)C(=O)NCC1CCCO1 (configuration not stated)	-1	6	-2	3.6	1.3	-0.3	nt	11	0.9
23	CCCCC(=O)Nc1cc(OCC)c(NC(=O)c2ccccc2[N+](=O)[O-])cc1OCC	1	8	-1	-0.8	0.8	1.5	-1.7	-10	-0.7
24	CCc1cc2ccc(C)cc2nc1SCC(=O)c1ccc(NC(C)=O)cc1	2	6	-2	2.9	7.6	-4.5	-1.0	-16	-1.5
25	CCCCOc1cccc(NC(=O)CSc2nccn2C)c1	0	2	-3	-1.3	-0.2	-3.6	0.2	-4	0.2
26	Cc1cccc(NC(=O)c2cccc(N3C(=O)C4CCC(C)CC4C3=O)c2)c1C (configuration not stated)	2	9	-4	1.2	-0.2	0.8	-0.7	-10	0.1
27	Cc1c(C(=O)Nc2ccc(Nc3ccccc3)cc2)cccc1[N+](=O)[O-]	-2	12	-6	-2.3	5.5	0.2	0.2	-33	0.7
28	CCOC(=O)c1sc2nc3c(SCCC#N)cc(C(=O)c4cc(F)ccc4O)cn3c(=O)c2c1C	2	5	2	0.7	0.1	-1.3	-0.5	4	5.7
29	Cc1ccc(C)c(S(=O)(=O)Nc2ccc(C(=O)NCCCN3CCCC3=O)cc2)c1	-2	5	-3	-0.8	-0.7	-0.4	-1.0	-6	2.3
30	CCc1nc(CNC(=O)c2cc(OC)c(OC)c(OC)c2)no1	0	2	2	0.1	-0.2	-0.3	-1.0	11	1.1
31	CN(C)c1nc(-c2ccccc2)ns1	-2	5	-1	1.0	-0.2	-4.1	nt	1	-0.2
32	COc1ccc(OCc2cc(C(=O)N3CCCC(CO)C3)no2)c2ccccc12 (configuration not stated)	-2	4	9	0.4	0.1	-1.2	1.1	19	7.6
33	O=C(NC1CCCCCC1)C1CCCN(c2ncccn2)C1 (configuration not stated)	4	2	8	-4.0	0.7	0.9	1.0	15	79*
34	COc1ccccc1-c1nnc2n1N=C(c1ccc(OC(F)F)c(OCC3CC3)c1)CS2	-3	6	-8	-1.1	0.3	-3.0	-0.3	3	0.0
35	CCC(=O)Oc1ccc(-c2nc(-c3cccnc3)no2)cc1	0	-9	4	-1.0	0.4	-6.0	-0.1	-4	-2.6
36	COc1cccc(-c2nn(Cc3ccccc3)cc2CO)c1	-3	-5	-3	-1.8	-0.2	0.0	0.8	-2	-2.7
37	CC1(C(=O)O)CC(C)(C(=O)O)CC(C)(C(=O)O)C1 (configuration not stated)	-3	0	1	2.6	-1.2	-2.3	-1.6	5	0.1
38	Nn1c(CN2CCCCC2)nc2ccccc2c1=O	2	0	0	1.4	-1.1	-0.6	-0.9	4	0.9
39	O=C(O)c1cccc(NC(=S)NC(NC(=O)c2ccccc2[N+](=O)[O-])C(Cl)(Cl)Cl)c1 (configuration not stated)	3	1	0	0.8	-1.2	-6.2	nt	2	0.7
40	CCCCC1(CC)C(=O)NC(=O)NC1=Nc1ccc(OC)cc1 (configuration not stated)	-2	-6	-1	-0.2	0.1	-1.9	-1.7	5	3.0
41	COc1ccc(S(=O)(=O)N(C)C[C@H]2Oc3ccc(NC(=O)NC4CCCCC4)cc3C(=O)N([C@H](C)CO)C[C@@H]2C)cc1	4	7	-6	-0.9	0.1	2.5	0.7&0.1	3	-0.6
42	COC(=O)CCCC1=CC2=CC(=O)C(C)(OC(=O)c3cccs3)C(=O)C2=CN1c1ccccc1 (configuration not stated)	-7	12	-3	1.1	0.1	0.2	29	-8	0.5
43	Cc1[nH]nc2c1C1(CCC(c3ccccc3)CC1)C(C#N)=C(N)O2 (configuration not stated)	-1	4	0	-0.4	-1.6	3.6	1.4	-4	0.5
44	COCc1nc2ccccc2n1CCc1ccccc1	-2	24	0	-3.1	1.2	-1.6	5.3	?	-1.7
45	O=C(CSc1ncn[nH]1)NNC(=O)c1ccccc1	1	3	-4	-2.0	0.0	-0.9	-0.3	-6	-3.6
46	NC(=O)c1cc(S(=O)(=O)N2CCOCC2)ccc1N1CCCC1	2	2	-4	-0.7	-0.3	0.0	-0.8	-8	3.7
47	CC(=O)c1c(COC(=O)c2ccc(Cl)cc2)nc2ccccc2[n+]1[O-]	1	6	-24	-1.4	0.3	-2.2	nt	?	-5.1
48	COc1ccccc1CNS(=O)(=O)c1cccc2nsnc12	0	0	-4	1.1	-1.3	-4.6	0.1	-12	-2.1
49	Cc1ccc(C(=O)N2CCN(C(=O)c3ccccc3)C2c2ccc(N(C)C)cc2)cc1 (configuration not stated)	0	0	0	3.6	?	-2.5	-2.1	-1	0.3
50	CCc1cccc(C)c1NC(=O)CSc1nnc(C)o1	0	2	-2	-0.1	-0.7	-2.6	0.0	1	0.3
51	O=C(NCCNCCO)C1(C(F)(F)F)C/C(=C\Cc2ccccc2)CCCO1 (configuration not stated)	4	-12	-1	0.9	0.6	-2.5	-1.2	0	0.9

Record cards, as listed above.
Cc1ccc(C(=O)N2CCN(C(=O)c3ccccc3)C2c2ccc(N(C)C)cc2)cc1 (configuration not stated) is entered as FBA Mtb inh = 0; GDH-TPI counter = 0; Anthrax LF prot = 0; UGM FP inh = 3.6; PfHsp40 rescue = ?; FadD28 binding = -2.5; Mtb BioA inh = -2.1; BoNT-F LC inh = -1; BoNT A protease = 0.3
COC(=O)CCCC1=CC2=CC(=O)C(C)(OC(=O)c3cccs3)C(=O)C2=CN1c1ccccc1 (configuration not stated) is entered as FBA Mtb inh = -7; GDH-TPI counter = 12; Anthrax LF prot = -3; UGM FP inh = 1.1; PfHsp40 rescue = 0.1; FadD28 binding = 0.2; Mtb BioA inh = 29; BoNT-F LC inh = -8; BoNT A protease = 0.5

Reprinted from the listing, two compounds:
No.	smiles	FBA Mtb inh	GDH-TPI counter	Anthrax LF prot	UGM FP inh	PfHsp40 rescue	FadD28 binding	Mtb BioA inh	BoNT-F LC inh	BoNT A protease
44	COCc1nc2ccccc2n1CCc1ccccc1	-2	24	0	-3.1	1.2	-1.6	5.3	?	-1.7
45	O=C(CSc1ncn[nH]1)NNC(=O)c1ccccc1	1	3	-4	-2.0	0.0	-0.9	-0.3	-6	-3.6

Part of the list above, reduced to PfHsp40 rescue.
item | smiles | PfHsp40 rescue
42 | COC(=O)CCCC1=CC2=CC(=O)C(C)(OC(=O)c3cccs3)C(=O)C2=CN1c1ccccc1 (configuration not stated) | 0.1
43 | Cc1[nH]nc2c1C1(CCC(c3ccccc3)CC1)C(C#N)=C(N)O2 (configuration not stated) | -1.6
44 | COCc1nc2ccccc2n1CCc1ccccc1 | 1.2
